Screening data as filed in PubChem.
IkB signaling = suppresses IkB signaling in ABC-DLBCL reporter cells. ABC-DLBCL IkBa-CBG/CBR dual luciferase ratio, 4 h; response scale: scaled: untreated 0%, proteasome inhibitor 100%. Potency, µM (highest dose often 57.1 µM), without a hit: at the highest dose IkBa stabilization activation. 110,000 tested, 0.04% active; active = well fitted curve in the direction sought with a large enough effect in the signal ratio, not every such curve was filed as active; inconclusive = small, poorly fitted or top-dose-only effect, or a change in a side signal; the % refers to the signal ratio;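 also: the direction sought is a rising ratio; 0% = basal untreated cells and 100% = reference inhibitor full response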
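Luminescence ratio of IκBα-fused green versus native red beetle luciferase in OCI-Ly3 cells, 4 h post-doxycycline with compound; red signal alone, scaled from basal (0%) to zero light (-100%), flagged nonspecific or cytotoxic effects.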
Imprint erasure = inducers of genomic imprint erasure in mouse ES cells; mouse ES Peg3-LacZ reporter, beta-gal luminescence, 40 h; Potency, µM (series often up to 60.7 µM), for the others: top-dose activity change, positive = activation, most hits filed as activators; 110,000 tested, 0.02% active;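 also: 0% = negative control wells on the plate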
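Gelatin-coated wells received 300 freshly trypsinized female ES cells with a Peg3LacZ-Neo reporter on the maternal allele, then incubated 40 hours at 37C. BetaGlo was added for 5 minutes at room temperature before a single luminescence read.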
p53ts 32C kill = p53ts cell cytotoxicity, permissive temperature; H1299-p53A138V at 32C, ATP luminescence viability, 24 h; Potency, µM (series often up to 46.1 µM), inactives show at the highest dose activity change, negative = cytotoxicity, most hits filed as cytotoxic; 130,000 tested, 0.93% active;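 also: 0% = DMSO and -100% = full killing by reference compound; nearly all actives have a fitted effect of over 55% in size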
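H1299-p53 A138V cells (temperature-sensitive p53) exposed 24 h to up to 46 uM compound at 32C, where p53 is wild-type in conformation. Viability read as ATP luminescence and normalised to DMSO and 100 uM tamoxifen. AC50 fitted with the Hill equation.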
p53ts 39C kill = kills p53ts cells at the nonpermissive temperature; Potency, µM (doses to about 46.1 µM), for inactives: top-dose activity change, negative = cell killing, actives largely listed as cytotoxic; H1299-p53A138V viability at 39C, ATP luminescence, 24 h; AID 902; 130,000 tested, 1.5% active; also: nearly all actives have a fitted effect of over 55% in size
An asterisk follows results filed as active; ? = inconclusive; nt = no result given; [ ] = another dose, or the depositor's remark. Unless noted, calls follow the shape of the dose curve; as a rule, active = well fitted curve in the direction sought with a large enough effect; inconclusive = small, poorly fitted or top-dose-only effect, or another doubt; inactive = no such curve, though single readings can be large; an effect the other way counts as inactive or inconclusive. Unless noted, % is scaled to controls: 0 for no effect and ±100 for the full control effect; potency is read from the fitted curve at half-maximal effect. This is a random part of the collection. About 1.8% of those tested had a hit in this group.

Every second line gives: IkB signaling | Imprint erasure | p53ts 32C kill | p53ts 39C kill
- O=C(NCCCN1CCN(c2ccccc2F)CC1)Nc1ccc(F)cc1
    0.3% | -19.7% | 8.0% | 4.5%
- Cc1ccc(-n2nc(C)c3c(C)c(CCC(=O)NCc4ccc(Cl)cc4)c(C)nc32)cc1
    ? | 14.9%[10.9 µM] | -1.1% | 7.4%
- COc1ccc(-c2cnc3nc[nH]c(=O)c3n2)cc1
    nt | nt | -12.7% | -10.8%
- CCCN1CCN(CCCNC(=O)c2ccc(CS(=O)c3ccc(OC)cc3)o2)CC1 (stereo not drawn)
    -1.8% | -12.4%[10.9 µM] | 5.9% | 1.1%
- CCOC(=O)CC(=O)CSc1ccc2nnc(-c3ccccc3)n2n1
    -0.9% | -19.4% | -0.5% | -14.2%
- CC(C)(C)OC(=O)N1CCC[C@H]1c1nnc(SCc2ccccc2Cl)o1
    2.6% | -20.2% | 0.6% | -3.6%
- Cc1nn(Cc2ccccc2)c(Cl)c1C(=O)OCc1nnc(-c2ccccc2)o1
    ? | -15.9% | 2.2% | -15.7%
- Cc1ccc(C2C3=C(CC(C)(C)CC3=O)NC3=C2C(=O)CC(C)(C)C3)o1
    -0.9% | -9.3% | 0.2% | 5.3%
- O=c1[nH]n(-c2ncnc3c2cnn3-c2ccccc2)c(=O)c2ccccc12
    0.8% | -70.7%[inhibitor] | -9.4% | 15.6%
- COC(=O)[C@@H]1CC[C@H](C)[C@@H](c2ccc(C)cc2)N1C(=O)c1ccc(/C=N\OCC[C@@H]2C=C[C@H](OC(C)=O)[C@H](COC(C)=O)O2)cc1
    nt | nt | 0.9%[9.22 µM] | 14.7%[9.22 µM]

Whole records as entered above. Screens in order: IkB signaling, Imprint erasure, p53ts 32C kill, p53ts 39C kill
Record of Cc1ccc(-n2nc(C)c3c(C)c(CCC(=O)NCc4ccc(Cl)cc4)c(C)nc32)cc1 → ?, 14.9%[10.9 µM], -1.1%, 7.4%
Record of O=C(NCCCN1CCN(c2ccccc2F)CC1)Nc1ccc(F)cc1 → 0.3%, -19.7%, 8.0%, 4.5%
Record of COC(=O)[C@@H]1CC[C@H](C)[C@@H](c2ccc(C)cc2)N1C(=O)c1ccc(/C=N\OCC[C@@H]2C=C[C@H](OC(C)=O)[C@H](COC(C)=O)O2)cc1 → nt, nt, 0.9%[9.22 µM], 14.7%[9.22 µM]
Record of COc1ccc(-c2cnc3nc[nH]c(=O)c3n2)cc1 → nt, nt, -12.7%, -10.8%

Returning to the listing with the 5 entries that preceded the break.
Every second line gives: IkB signaling | Imprint erasure | p53ts 32C kill | p53ts 39C kill
- CC(C)(C)OC(=O)N1CCC[C@H]1c1nnc(SCc2ccccc2Cl)o1
    2.6% | -20.2% | 0.6% | -3.6%
- Cc1nn(Cc2ccccc2)c(Cl)c1C(=O)OCc1nnc(-c2ccccc2)o1
    ? | -15.9% | 2.2% | -15.7%
- Cc1ccc(C2C3=C(CC(C)(C)CC3=O)NC3=C2C(=O)CC(C)(C)C3)o1
    -0.9% | -9.3% | 0.2% | 5.3%
- O=c1[nH]n(-c2ncnc3c2cnn3-c2ccccc2)c(=O)c2ccccc12
    0.8% | -70.7%[inhibitor] | -9.4% | 15.6%
- COC(=O)[C@@H]1CC[C@H](C)[C@@H](c2ccc(C)cc2)N1C(=O)c1ccc(/C=N\OCC[C@@H]2C=C[C@H](OC(C)=O)[C@H](COC(C)=O)O2)cc1
    nt | nt | 0.9%[9.22 µM] | 14.7%[9.22 µM]
- O=S(=O)(c1ccc(Br)c2nsnc12)N1CCOCC1
    -0.1% | -2.9% | 4.9% | 9.1%
- Cc1ccc(CNC(=O)CCS(=O)(=O)c2cc(Br)cc3c2N(C(=O)C2CC2)CC3)o1
    ? | -25.7% | 2.3% | ?
- CCOc1ccccc1-n1c(SCC(=O)NC(C)(C)C)nnc1-c1ccoc1C
    3.8% | 0.8% | 0.2% | -0.5%
- O=c1oc(-c2cccnc2)nc2ccccc12
    ? | -76.6%[inhibitor] | -4.5% | 7.8%
- CCOC(=O)CSc1nc2ccc(NC(=O)c3ccccc3)cc2s1
    ? | -16.2%[10.9 µM] | ? | ?
- CCN=C1SC(CC(=O)NC2CCCCC2)C(=O)N1CC (stereo not drawn)
    -0.8% | -3.6% | 3.2% | 3.7%
- CCN(CCCNC(=O)C1CCN(S(=O)(=O)c2cnc[nH]2)CC1)c1cccc(C)c1
    -2.0% | 11.5% | 3.1% | 5.7%
- Cc1ccc(OCC(=O)N2CCN(C3=NS(=O)(=O)c4ccccc43)CC2)cc1
    0.0% | -15.4% | 5.8% | 6.5%
- Cc1cc2cc(CN3C(=O)c4ccccc4C3=O)ccc2n1C
    0.4% | -27.4% | 4.3% | -0.1%
- COc1ccc(-c2cc(C(F)(F)F)n3nc(C(=O)O)c(Cl)c3n2)cc1OC
    -2.8% | -5.5%[10.9 µM] | 1.5% | 6.9%
- CN(C)c1ccc(CNC(=O)c2cnc3sc(N4CCCCCC4)nn3c2=O)cc1
    -3.1% | -2.9%[10.9 µM] | -3.8% | -14.6%
- C=CCc1cc(OC)ccc1OCCON1C(=O)CCC1=O
    -1.3% | 9.1% | 4.0% | 7.8%
- Cc1ccc2nc(NCCc3ccccc3)c3nncn3c2c1
    4.9% | -14.1%[10.9 µM] | 7.0% | 19.5%
- Cc1ccc(-n2ncc(C(=O)NCc3cccs3)c2C2CCN(C(=O)OC(C)(C)C)CC2)c(C)c1
    ? | -11.0%[10.9 µM] | 15.2% | 12.6%
- Cc1cccc(N2CCN(Cc3nnc(-c4ccccc4C)o3)CC2C)c1 (stereo not drawn)
    ? | -5.7%[10.9 µM] | 0.1% | -5.9%
- CSc1nnc2c(n1)OC(C1CC=C(C)CC1)Nc1ccccc1-2 (stereo not drawn)
    2.4% | 5.3% | -14.9% | 1.1%
- COc1ccc2c(=O)c(N3C(=O)c4ccccc4C3=O)c(C)oc2c1
    nt | nt | -10.8% | 3.2%
- CC(CCc1ccccc1)NCc1ccncc1 (stereo not drawn)
    1.8% | -14.2% | 3.1% | -3.0%
- CCCN(CCC)Cc1c(C(=O)OCC)nnn1-c1nonc1N
    1.8% | -10.2% | -7.2% | -4.4%
- COc1ccccc1NC(=O)CCCc1nnc2n(C)c(=O)c3sccc3n12
    -2.0% | 11.3%[10.9 µM] | -6.1% | -11.7%
- O=C(NCCc1ccc2c(c1)OCO2)C1CCN(S(=O)(=O)c2ccc(Cl)cc2)CC1
    3.9% | -2.7% | 4.2% | 2.6%
- CCOc1ccc(-c2cn(CCC#N)cn2)cc1
    -2.0% | -9.8% | 0.2% | -20.6%
- C=CCOc1ccc(C2N3CC4(CC)CN2CC(CC)(C3)C4=O)cc1 (stereo not drawn)
    1.3% | -15.4% | -5.4% | -4.8%
- COc1ccc2cc3cc(C(=O)NCCCN4CCOCC4)oc3nc2c1
    2.0% | -2.8% | -8.9% | -11.7%
- NC(=O)c1nc(N2CCOCC2)nc(N2CCOCC2)n1
    -1.5% | -0.1% | -0.1% | -2.2%
- O=C(Nc1ccc2ccccc2c1)c1cnccn1
    13.8% | -74.7%[inhibitor] | ? | ?
- CCOC(=O)c1cc(C#N)c(NCc2ccccc2)nc1C
    -2.0% | -13.9% | -12.0% | 6.6%
- CC(=O)c1ccc(NC(=O)c2nc(-c3ccccc3)n(-c3ccc(C)cc3)n2)cc1
    0.4% | 1.5%[10.9 µM] | -8.8% | -10.5%
- COc1ccccc1-n1cnc(N)c1C(=O)c1ccccc1
    -1.5% | -10.1% | 31.4%[activator] | 11.0%
- COc1ccc(-c2cc(C(=O)NC(C)C)no2)cc1
    ? | -42.0%[inhibitor] | -28.1% | ?
- COC(=O)C(NC(=O)c1ccccc1)=C1C=C(C)OC(C)=C1
    0.5% | -10.2% | 5.9% | 1.1%
- COc1ccc(Cl)cc1NC(=O)COc1cccc2c(=O)n(C)ccc12
    -1.4% | 1.3%[10.9 µM] | -0.2% | -9.8%
- O=S(=O)(c1ccccc1)c1nc(-c2cccc(Cl)c2)oc1NCc1ccccc1
    4.3% | 3.2%[10.9 µM] | -5.4% | 17.2%
- O=C(c1ccco1)N(CCCN1CCOCC1)c1nc(-c2ccc(F)cc2)cs1
    ? | -19.4% | -15.3% | -15.4%
- NCC[C@H](O)C(=O)N[C@H]1C[C@@H](N)[C@@H](O[C@H]2O[C@@H](CN)[C@@H](O)[C@@H](O)[C@@H]2O)[C@@H](O)[C@@H]1O[C@H]1O[C@@H](CO)[C@@H](O)[C@@H](N)[C@@H]1O
    -0.5%[25.6 µM] | -9.3%[16.8 µM] | -1.8%[20.6 µM] | 7.8%[20.6 µM]
- CS(=O)(=O)c1ccc2nc(N)sc2c1
    2.7% | -9.4% | -1.0% | -11.3%
- O=C1c2ccccc2C(=O)N1Cc1nc2ccccc2o1
    0.1% | -3.7% | 3.1% | -0.4%
- COc1ccc(C2C(=O)N(C3CCCCC3)CC(=O)N2CCc2ccc(C)cc2)cc1OC (stereo not drawn)
    ? | -18.9%[10.9 µM] | -1.0% | 31.6%[activator]
- CCOc1ccc(Nc2nc(Cc3nnc(SCC(=O)O)o3)cs2)cc1
    0.6% | -7.2% | ? | ?
- COc1ccccc1-n1c(SCC(=O)Nc2ccccc2C)nc(O)cc1=O
    4.5% | -6.4% | -6.2% | 0.7%
- CC(C)(C)c1ccc(C(=O)N2CCC(C(=O)NCC3CCCO3)CC2)cc1 (stereo not drawn)
    -0.7% | -0.6% | 0.6% | 5.6%
- COc1cccc(Nc2ncc3nc(-c4cc(F)cc(F)c4)c(=O)n(CCC#N)c3n2)c1
    -1.5%[11.4 µM] | nt | -5.9% | -8.8%
- O=C(O)C1(O)CC(O)C(O)C(O)C1 (stereo not drawn)
    nt | 7.3% | 2.6% | 16.6%
- C=CCn1c(C(C)NC(=O)CCC)nc2ccccc21 (stereo not drawn)
    0.0% | -2.4% | 5.3% | 46.2%[activator]
- O=C(c1cnn(-c2ccc(F)cc2)c1-n1cccc1)N1CCN(c2ccc(Cl)cc2)CC1
    -2.2% | 15.5%[10.9 µM] | 3.0% | -11.0%
- Cc1ccc(-n2c3c(cc(C(=O)O)c2=O)C(=O)CC(C)(C)C3)cc1
    0.6% | -7.5% | 31.8%[activator] | 5.8%
- Nc1nc(-c2ccccc2)cc(N2CCCCC2)n1
    2.6% | -11.6% | 4.3% | -0.2%
- Cc1cc(C)c2sc(N3CCN(C(=O)c4ccc(N(C)C)cc4)CC3)nc2c1
    ? | 6.9%[10.9 µM] | -8.6% | -8.2%
- Cn1nnnc1SCC(=O)N(C1CCCCC1)C1CCCCC1
    0.3% | -5.6% | 1.7% | 4.1%
- Cc1ccc(C2=NN(CC(=O)NCCc3ccc(Cl)cc3)C(=O)CC2)cc1
    3.7% | -2.1%[10.9 µM] | 11.4% | 42.8%[activator]

Continued.
Every second line gives: IkB signaling | Imprint erasure | p53ts 32C kill | p53ts 39C kill
- COc1ccc(OC)c(CNC(=O)CN(c2ccc(C)cc2)S(=O)(=O)N(C)C)c1
    ? | -3.7%[10.9 µM] | 2.2% | 25.6%
- CCOc1ccccc1NC(=O)CSc1nc2ccccc2nc1N1CCOCC1
    ? | -9.3%[10.9 µM] | 5.0% | -9.3%
- Cc1ccc2c(C)nc(NC3=NCN(Cc4ccccc4)CN3)nc2c1
    -2.9% | -16.2% | 4.0% | 0.6%
- CCn1c(=O)c2sccc2n2c(CCC(=O)Nc3ccc(OC)cc3OC)nnc12
    -0.1% | -6.6%[10.9 µM] | 14.0% | 15.5%
- Cc1ccc(NC(=O)C2CCCN(C(=O)c3cnn(-c4ccc(F)cc4)c3-n3cccc3)C2)c(Cl)c1 (stereo not drawn)
    ? | 18.9%[10.9 µM] | 16.7% | -5.8%
- COc1ccc(N2CCN(CCCNS(=O)(=O)c3c(C)noc3/C=C/N(C)C)CC2)cc1
    1.2% | -19.8% | 2.0% | 9.6%
- Cc1ccc(C(=O)N(Cc2ccc(N(C)C)cc2)CC2CCCO2)cc1 (stereo not drawn)
    ? | -9.6%[10.9 µM] | 8.2% | -25.0%
